FUS yeast rescue = suppressors of FUS proteinopathy in yeast; Potency, µM (doses to about 76.6 µM), inactives show top-dose growth rescue (activation), usual class: activators; hit rate 0.24% among 390,000; S. cerevisiae FUS-expressing, growth rescue, OD600, 24 h;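 further: potency means the concentration at half of the fitted maximal effect; plate controls were DMSO vehicle for no effect and reference control for full effect; nearly all actives have a fitted effect of over 55% in size; some results filed as inactive show a strong effect at the top dose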
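Compound concentration series was pinned onto galactose-induced FUS-expressing yeast seeded at OD 0.005. Plates sat 24hr at 30C; absorbance at 600 nm gave growth. DMSO served as background control.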
Abeta yeast res = A-beta toxicity reversal in yeast. yeast expressing A-beta42, growth rescue, OD600, 48 h; response scale: 0% DMSO, 100% iron-clioquinol control. Potency, µM (titrated, usually from 46.1 µM), inactives show top-dose growth rescue, hits mostly activators. hit rate 0.063% among 410,000; further: potency means the concentration at half of the fitted maximal effect; nearly all actives have a fitted effect of over 55% in size
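Yeast growth medium received pinned compounds, then yeast cells expressing toxic A-beta were added; plates incubated at 30 C for 48 hr. Growth read as absorbance at 600 nm, normalized to DMSO and equimolar FeCl3 plus clioquinol controls.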
EPAC2 agonist = agonists of human EPAC2 (RAPGEF4) | EPAC2 activation, biochemical qHTS; response scale: 100% = 6.5 mM cAMP response | hit rate 0.079% among 360,000 | Q8WZA2 | Potency, µM (titrated, usually from 154 µM), inactives show at the highest dose activation, actives largely listed as activators | AID 720711; further: potency means the concentration at half of the fitted maximal effect; nearly all actives have a fitted effect of over 50% in size
Target sequence (Q8WZA2 whole entry, looked up): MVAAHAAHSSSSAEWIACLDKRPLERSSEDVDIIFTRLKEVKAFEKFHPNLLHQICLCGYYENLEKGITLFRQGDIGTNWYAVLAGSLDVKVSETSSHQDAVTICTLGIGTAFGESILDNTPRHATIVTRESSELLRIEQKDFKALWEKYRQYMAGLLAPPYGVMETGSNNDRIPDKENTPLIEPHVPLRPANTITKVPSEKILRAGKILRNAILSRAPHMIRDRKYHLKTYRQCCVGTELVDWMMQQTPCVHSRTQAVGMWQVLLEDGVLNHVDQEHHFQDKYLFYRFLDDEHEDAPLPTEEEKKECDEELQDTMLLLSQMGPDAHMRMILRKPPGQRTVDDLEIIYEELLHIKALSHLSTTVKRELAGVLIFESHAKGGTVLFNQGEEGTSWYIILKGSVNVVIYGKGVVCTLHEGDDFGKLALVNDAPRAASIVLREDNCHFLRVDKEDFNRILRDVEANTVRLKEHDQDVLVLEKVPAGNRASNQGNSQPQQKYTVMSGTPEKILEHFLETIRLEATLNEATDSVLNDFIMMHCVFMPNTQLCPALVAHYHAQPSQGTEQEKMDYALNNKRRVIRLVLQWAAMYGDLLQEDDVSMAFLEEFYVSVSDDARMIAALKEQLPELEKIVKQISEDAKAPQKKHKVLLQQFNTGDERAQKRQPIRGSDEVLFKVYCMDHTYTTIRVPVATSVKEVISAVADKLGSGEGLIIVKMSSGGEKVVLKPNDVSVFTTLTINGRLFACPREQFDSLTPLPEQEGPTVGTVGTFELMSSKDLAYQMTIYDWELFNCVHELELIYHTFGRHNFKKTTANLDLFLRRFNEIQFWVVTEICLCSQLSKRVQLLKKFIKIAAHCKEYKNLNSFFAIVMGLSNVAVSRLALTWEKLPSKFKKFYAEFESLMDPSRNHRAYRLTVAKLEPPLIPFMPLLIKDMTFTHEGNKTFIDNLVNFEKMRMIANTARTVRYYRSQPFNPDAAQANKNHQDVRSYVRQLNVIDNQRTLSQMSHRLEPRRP
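qHTS, titration series. 100 nM EPAC2 / 250 nM Rap1B-BODIPY-GDP / 50 uM GDP; RT; ex 480/em 540 nm, 5-min reads to 30 min. Norm. to 6.5 mM cAMP = activation.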
EPAC2 antag = EPAC2 (human) antagonism; Q8WZA2; EPAC2 GEF exchange of Rap1B-BODIPY-GDP, fluorescence; Potency, µM (titrated, usually from 114 µM), for inactives: at the highest dose activity, negative = inhibition, most hits filed as inhibitors; hit rate 0.18% among 360,000; further: potency means the concentration at half of the fitted maximal effect; on the % scale 0 is the no-effect control and ±100 the full control effect; nearly all actives have a fitted effect of over 45% in size; many of its hits are not listed in these tables
TDP-43 yeast inh = TDP-43 toxicity inhibition in yeast. TDP-43 expressing yeast growth rescue, BacTiter-Glo, 24 h. Potency, µM (highest dose often 46.1 µM), for the others: at the top dose growth rescue (activation), actives largely listed as activators. hit rate 1.8% among 410,000. AID 652104; further: potency means the concentration at half of the fitted maximal effect; % of control where 0% means no effect; nearly all actives have a fitted effect of over 50% in size
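Yeast expressing TDP-43 (pregrown in raffinose, seeded at OD600=0.02 in galactose medium) exposed to compounds 24 hr at 30 deg C. Growth read by BacTiter-Glo luminescence; rescue of toxicity appears as increased signal.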
D3 ag = D3 dopamine receptor (human) agonism; P35462; D3R DiscoveRx beta-arrestin cells, luminescence, 90 min; max activation, %; hit rate 0.58% among 410,000; AID 652048; in the data active means max activation above about 30%; further: 0% is about no effect; mostly tested at two doses, the higher about 12 µM
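Cells at 1500/well, incubated overnight, then treated with pinned compounds (dopamine as control) for 90 min at 37 degrees C. DiscoveRx reagent added for 30 - 60 minutes at room temperature; luminescence read.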
DRD3 antagonist = blocks the human D3 dopamine receptor. P35462. AID 652054. D3R cells, DiscoveRx beta-arrestin luminescence, antagonist mode; active compounds read low. hit rate 2.5% among 360,000. max response, negative = inhibition, %; in the data active means max response below about -50%; inconclusive means no clear call, values can overlap the other calls; further: on the % scale 0 is the no-effect control and ±100 the full control effect; mostly tested at two doses, the higher about 12 µM
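Cells plated overnight at 1500 cells/well, then exposed to library compounds with dopamine controls for 90 minutes at 37 degrees C. DiscoveRx reagent added for 30–60 minutes at room temperature; luminescence read, quantitative HTS format.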
aSyn yeast inh = alpha-synuclein toxicity inhibition in yeast | Yeast expressing alpha-synuclein, growth rescue, BacTiter-Glo, 24 h | Potency, µM (doses to about 46.1 µM), without a hit: top-dose growth rescue (activation), hits mostly activators | hit rate 0.14% among 370,000 | AID 652106; further: potency means the concentration at half of the fitted maximal effect; % of control where 0% means no effect; nearly all actives have a fitted effect of over 65% in size
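Screening used galactose-induced yeast with toxic alpha-synuclein levels, exposed to compound for 24 hr at 30 deg C. Cell growth, read with BacTiter-Glo luminescence, gave the measured signal.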
Active calls of the source: *; [ ] = remark or other dose. Unless noted, the call rests on the fitted dose curve; in most records, active means well fitted curve in the direction sought with a large enough effect; inconclusive means small, poorly fitted or top-dose-only effect, or another doubt; inactive means no such curve, though single readings can be large; an effect the other way counts as inactive or inconclusive. These rows are one share of the data (hit frequency here may not be typical).

Results for CCCCN(C)C(=S)Nc1ccc(Oc2ccccc2)cc1 ?
Abeta yeast res: 20%; EPAC2 agonist: 12%; EPAC2 antag: -5%; TDP-43 yeast inh: -11%; D3 ag: -10; DRD3 antagonist: -9; aSyn yeast inh: -2%

Results for COCCCNC(=O)Cn1cc2c(n1)CCCCC2 ?
FUS yeast rescue: -26%; Abeta yeast res: 7%; EPAC2 agonist: 10%; EPAC2 antag: -2%; TDP-43 yeast inh: 11%; D3 ag: 5; DRD3 antagonist: 8; aSyn yeast inh: -10%

How did CC(=O)Oc1ccc2c(=O)c(N3C(=O)c4ccccc4C3=O)c(C)oc2c1 do in these assays?
FUS yeast rescue: -19%; Abeta yeast res: -8%; EPAC2 agonist: 0%; EPAC2 antag: 5%; TDP-43 yeast inh: -10%; D3 ag: -4; DRD3 antagonist: inconclusive; aSyn yeast inh: 0%

How did N#Cc1ccc(-c2nc3ccc(Br)cn3c2Cc2cccc(F)c2)cc1 do in these assays?
FUS yeast rescue: 21%; Abeta yeast res: -16%; EPAC2 agonist: 12%; EPAC2 antag: 5%; TDP-43 yeast inh: 0%; D3 ag: 5; DRD3 antagonist: 58; aSyn yeast inh: -1%

What do the screens show for `N#Cc1c(NC(=O)CSc2ncn(-c3ccccc3)n2)sc2c1CCCC2`?
FUS yeast rescue: 19%; Abeta yeast res: -1%; EPAC2 agonist: 9%; EPAC2 antag: -6%; TDP-43 yeast inh: -24%; D3 ag: -3; DRD3 antagonist: 19; aSyn yeast inh: -5%

What do the screens show for `CCOC(=O)C1CCCN(C(=O)c2ccc3ncsc3c2)C1` (stereo not given)?
Abeta yeast res: -3%; EPAC2 agonist: 4%; EPAC2 antag: 0%; TDP-43 yeast inh: 0%; D3 ag: -11; DRD3 antagonist: 0; aSyn yeast inh: -3%

Results for CCCCOC(=O)c1[nH]c2c(c1C)C(=O)CC(c1cc(OC)c(OC)c(OC)c1)C2 (stereo not given) ?
FUS yeast rescue: 3%; Abeta yeast res: -5%; EPAC2 agonist: 3%; EPAC2 antag: -16%; TDP-43 yeast inh: 7%; D3 ag: 13; DRD3 antagonist: 20; aSyn yeast inh: 2%

Results for CCN(CC)C(=O)CSc1ncnc2c1cnn2-c1ccccc1 ?
FUS yeast rescue: 12%; Abeta yeast res: -13%; EPAC2 agonist: 12%; EPAC2 antag: -3%; TDP-43 yeast inh: 16µM*; D3 ag: -10; DRD3 antagonist: 36; aSyn yeast inh: -9%

What do the screens show for `CCN(CC)CCOC(=O)c1ccc(NC(=O)c2cn(-c3ccccc3)nc2-c2cccs2)cc1`?
FUS yeast rescue: inconclusive; Abeta yeast res: -7%; EPAC2 agonist: 12%; EPAC2 antag: -7%; TDP-43 yeast inh: 14%; D3 ag: -12; DRD3 antagonist: -24; aSyn yeast inh: -5%

What do the screens show for `CCCCN1C(=O)C(CC(=O)NC(c2ccccc2)c2ccccc2)CC(C(=O)N(CC)CC)=C1C` (stereo not given)?
FUS yeast rescue: -9%; Abeta yeast res: 1%; EPAC2 agonist: -9%; EPAC2 antag: 7%; TDP-43 yeast inh: 7%; D3 ag: 0; DRD3 antagonist: -16; aSyn yeast inh: -8%

How did CC(C)OCCCNS(=O)(=O)c1ccc2c(c1)OCCO2 do in these assays?
FUS yeast rescue: 9%; Abeta yeast res: -9%; EPAC2 agonist: -5%; EPAC2 antag: 13%; TDP-43 yeast inh: -14%; D3 ag: -8; DRD3 antagonist: 28; aSyn yeast inh: -11%

What do the screens show for `CN1CCN(C(=O)C2CCC(=O)N(CCc3cccc(F)c3)C2)CC1` (stereo not given)?
Abeta yeast res: 3%; EPAC2 agonist: 5%; EPAC2 antag: 5%; TDP-43 yeast inh: 10%; D3 ag: 7; DRD3 antagonist: 6; aSyn yeast inh: 0%

Results for c1ccc(CNc2nc(-c3cccs3)nc3ccccc23)nc1 ?
FUS yeast rescue: 20%; Abeta yeast res: -5%; EPAC2 agonist: 15%; EPAC2 antag: inconclusive; TDP-43 yeast inh: 4%; D3 ag: -10; DRD3 antagonist: -8; aSyn yeast inh: -2%

Results for COc1ccc2nc3oc(C(=O)N4CCC(C(N)=O)CC4)cc3cc2c1 ?
FUS yeast rescue: 19%; Abeta yeast res: 1%; EPAC2 agonist: 7%; EPAC2 antag: -2%; TDP-43 yeast inh: 6%; D3 ag: 4; DRD3 antagonist: -11; aSyn yeast inh: 0%

What do the screens show for `COc1ccc(-c2ccc(=O)n(CC(=O)Nc3ccc(Br)cc3F)n2)cc1`?
FUS yeast rescue: -17%; Abeta yeast res: -4%; TDP-43 yeast inh: 26%; D3 ag: 3

Results for NS(=O)(=O)c1cccc(NC(=O)COC(=O)c2ccc(S(=O)(=O)N3CCOCC3)cc2)c1 ?
FUS yeast rescue: 4%; Abeta yeast res: inconclusive; EPAC2 agonist: 2%; EPAC2 antag: 14%; TDP-43 yeast inh: -12%; D3 ag: 3; DRD3 antagonist: -11; aSyn yeast inh: -6%

Results for CCOC(=O)c1ccc(NC(=O)c2n[nH]c(=O)c3ccccc23)cc1 ?
FUS yeast rescue: -8%; Abeta yeast res: -6%; EPAC2 agonist: 3%; EPAC2 antag: 2%; TDP-43 yeast inh: 15%; D3 ag: -1; DRD3 antagonist: 9; aSyn yeast inh: -6%

What do the screens show for `CCCN1CCN(CC(O)COC(c2ccc(OC)cc2)c2ccc(OC)cc2)CC1` (stereo not given)?
FUS yeast rescue: 16%; Abeta yeast res: -11%; EPAC2 agonist: 8%; EPAC2 antag: -3%; TDP-43 yeast inh: -15%; D3 ag: -11; DRD3 antagonist: 3; aSyn yeast inh: 2%

What do the screens show for `CC(=O)NCC(=O)NC1CCCc2c1cnn2-c1ccccc1F` (stereo not given)?
FUS yeast rescue: -9%; Abeta yeast res: 7%; EPAC2 agonist: 9%; EPAC2 antag: -7%; TDP-43 yeast inh: 23%; D3 ag: 1; DRD3 antagonist: 15; aSyn yeast inh: -1%

What do the screens show for `CCCNC(=O)/C(C#N)=C1\N=C(NC(=O)c2cccs2)c2ccccc21`?
FUS yeast rescue: 35%; Abeta yeast res: -19%; EPAC2 agonist: 9%; EPAC2 antag: 15%; TDP-43 yeast inh: -18%; D3 ag: -5; DRD3 antagonist: -9; aSyn yeast inh: -7%

Entries listed so far that have bromine, in the order listed:
How did N#Cc1ccc(-c2nc3ccc(Br)cn3c2Cc2cccc(F)c2)cc1 do in these assays?
FUS yeast rescue: 21%; Abeta yeast res: -16%; EPAC2 agonist: 12%; EPAC2 antag: 5%; TDP-43 yeast inh: 0%; D3 ag: 5; DRD3 antagonist: 58; aSyn yeast inh: -1%

What do the screens show for `COc1ccc(-c2ccc(=O)n(CC(=O)Nc3ccc(Br)cc3F)n2)cc1`?
FUS yeast rescue: -17%; Abeta yeast res: -4%; TDP-43 yeast inh: 26%; D3 ag: 3

(cont.)
Results for COc1ccc(CCNC(=O)c2ccc(CS(=O)(=O)c3ccc(Cl)cc3)o2)cc1OC ?
FUS yeast rescue: 44%; Abeta yeast res: 3%; EPAC2 agonist: 6%; EPAC2 antag: -4%; TDP-43 yeast inh: -28%; D3 ag: 13; DRD3 antagonist: -1; aSyn yeast inh: -2%

What do the screens show for `Cc1cccc(NC(=O)CNC(=O)[C@H]2O[C@@H](n3cnc4c(N)ncnc43)[C@H](O)[C@@H]2O)c1C`?
FUS yeast rescue: -14%; Abeta yeast res: 3%; EPAC2 agonist: 8%; EPAC2 antag: 2%; TDP-43 yeast inh: 16%; D3 ag: 5; DRD3 antagonist: 9; aSyn yeast inh: 1%

What do the screens show for `CC(C)COc1ccc(-c2nnn(CC(=O)N3CCCC3)n2)cc1`?
FUS yeast rescue: 18%; Abeta yeast res: -1%; EPAC2 agonist: 6%; EPAC2 antag: -3%; TDP-43 yeast inh: inconclusive; D3 ag: 5; DRD3 antagonist: 11; aSyn yeast inh: -5%

How did C=CCn1cccc(/C=C/C(=O)c2ccc(C(C)(C)C)cc2)c1=S do in these assays?
FUS yeast rescue: 32%; Abeta yeast res: -1%; EPAC2 agonist: 4%; EPAC2 antag: -11%; TDP-43 yeast inh: inconclusive; D3 ag: -6; DRD3 antagonist: -60*; aSyn yeast inh: 2%

What do the screens show for `COc1ccc(-c2cc(C(F)(F)F)nc(SCC(=O)NCCc3ccc(OC)c(OC)c3)n2)cc1`?
FUS yeast rescue: 0%; Abeta yeast res: -7%; TDP-43 yeast inh: 16%; D3 ag: -3

What do the screens show for `CCOc1cc(C(=S)N2CCOCC2)ccc1OS(=O)(=O)c1ccccc1`?
Abeta yeast res: -5%; EPAC2 agonist: 1%; EPAC2 antag: -2%; TDP-43 yeast inh: 24%; D3 ag: 3; DRD3 antagonist: -8; aSyn yeast inh: 5%

How did Cc1oc(C(C)(C)C)cc1C(=O)N1CCCC1C(=O)O (stereo not given) do in these assays?
FUS yeast rescue: 2%; Abeta yeast res: 14%; EPAC2 agonist: 9%; EPAC2 antag: -3%; TDP-43 yeast inh: -13%; D3 ag: -4; DRD3 antagonist: 0; aSyn yeast inh: -2%

Results for O=C(Nc1nc2ccc(F)cc2s1)C1=COCCO1 ?
FUS yeast rescue: 9%; Abeta yeast res: -12%; EPAC2 agonist: 0%; EPAC2 antag: -5%; TDP-43 yeast inh: 9%; D3 ag: 2; DRD3 antagonist: 3; aSyn yeast inh: 0%

Results for Cn1c(SCc2c(Cl)cccc2Cl)nnc1-c1cccs1 ?
FUS yeast rescue: 11%; Abeta yeast res: 5%; EPAC2 agonist: 0%; EPAC2 antag: 5%[57.1 µM]; TDP-43 yeast inh: 18µM*; D3 ag: 1; DRD3 antagonist: 20; aSyn yeast inh: 12%

Results for c1ccc(C(CN2CCCCC2)Oc2ccccn2)cc1 (stereo not given) ?
FUS yeast rescue: -26%; Abeta yeast res: -13%; EPAC2 agonist: 8%; EPAC2 antag: 12%; TDP-43 yeast inh: -10%; D3 ag: -13; DRD3 antagonist: -18; aSyn yeast inh: -11%

Results for COc1ccc(CN2C(=O)C(CC(=O)NC3CCCCC3)CC(C(=O)N(C(C)C)C(C)C)=C2C)cc1 (stereo not given) ?
FUS yeast rescue: 21%; Abeta yeast res: -2%; EPAC2 agonist: 11%; EPAC2 antag: 5%; TDP-43 yeast inh: 1%; D3 ag: -8; DRD3 antagonist: -15; aSyn yeast inh: -1%

Source: PubChem BioAssay (National Center for Advancing Translational Sciences (NCATS))
